# Screening data from PubChem.
# RAD54 branch: blocks human RAD54 Holliday junction branch migration | Q92698 | FAM/BHQ fluorescence | inhibition, % at 10.4 µM | hit rate 0.14% among 360,000 | AID 602329;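 active = mean normalized replicate activity at least 40 and at least half of replicates scoring 40 or more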;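 also: 0% = median of neutral control wells and 100% = median of positive control wells; inhibitors cause a drop in the FAM fluorescence signal; in these data hits start at about 50%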
# esBAF inh: blocks esBAF chromatin remodeling in mouse ES cells; Bmi1-luciferase knock-in reporter, 24 h; 100% = twice the neutral-well signal; reporter increase, % at 12.5 µM; hit rate 2% among 350,000; in the data active = activation above about 40%;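 also: 0% = median of the plate's neutral control wells and 100% = double that signal; a rise in the Bmi1 reporter signal indicates esBAF inhibition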
# E-selectin induc: induces E-selectin expression in human endothelial cells. P16581. HUVEC E-selectin immunofluorescence imaging; normalized: neutral wells 0, TNF-alpha wells 100. activation, % at 7.58 µM. hit rate 0.37% among 260,000. AID 686992;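 active = mean E-selectin-positive cell signal at least 10% of the positive control, reached in at least 60% of replicates, without over 20% cell loss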;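 also: in these data hits start at about 27%; measured in HUVEC primary endothelial cells; signal is the percent of cells scored E-selectin positive by PE staining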
#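 Read-out: % PE-positive cells | Test system: HUVEC | Doses: One compound dose added by pin transfer | Buffer or medium: EGM-2 over gelatin coat | Signal: Immunofluorescence imaging | Benchmarks: TNF-alpha, DMSO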
# S100A4 MyoIIA: blocks human S100A4 binding to myosin IIA peptide; hit rate 0.14% among 360,000; S100A4/TAMRA-MyoIIA peptide fluorescence polarization; inhibition, % at 10.7 µM; P26447;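 active = mean inhibition of at least 70% across replicates, with every replicate also reaching that level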
# Target sequence (P26447 whole entry, looked up): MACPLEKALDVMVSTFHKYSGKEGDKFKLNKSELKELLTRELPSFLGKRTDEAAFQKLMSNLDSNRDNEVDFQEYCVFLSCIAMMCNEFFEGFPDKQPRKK
#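 Material: S100A4 monomer protein | Medium: HEPES pH 7.2 with CaCl2, KCl, NaCl, DTT, Triton | Reagent: Labelled myosin peptide probe, 5 nM | Doses: One dose per compound | Times: 5 min incubation before reading | Benchmarks: Neutral control DMSO, positive control TFP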
# RAD52 anneal inh: blocks human RAD52 DNA annealing | hit rate 0.46% among 360,000 | P43351 | inhibition, % at 18.7 µM | recombinant RAD52 DNA annealing, FRET fluorescence;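 active = every replicate showing at least 50% inhibition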
# Target sequence (P43351 whole entry, looked up): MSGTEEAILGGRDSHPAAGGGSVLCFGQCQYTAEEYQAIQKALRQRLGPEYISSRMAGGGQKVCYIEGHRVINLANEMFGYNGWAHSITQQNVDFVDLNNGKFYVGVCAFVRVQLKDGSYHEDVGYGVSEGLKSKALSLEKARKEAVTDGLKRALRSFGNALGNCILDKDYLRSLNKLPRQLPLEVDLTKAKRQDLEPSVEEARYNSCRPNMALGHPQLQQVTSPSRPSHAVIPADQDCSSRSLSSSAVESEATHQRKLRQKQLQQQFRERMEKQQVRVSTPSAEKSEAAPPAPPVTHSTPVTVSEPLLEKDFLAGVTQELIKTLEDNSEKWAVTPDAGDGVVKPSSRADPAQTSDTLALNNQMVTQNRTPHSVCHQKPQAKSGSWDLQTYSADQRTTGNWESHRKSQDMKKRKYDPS
# FN deposition inh: fibronectin deposition inhibition; AH1F fibroblasts, Alexa488-fibronectin deposition fluorescence, overnight; inhibition, % at 12.6 µM; hit rate 0.086% among 350,000; AID 743247;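 active = mean inhibition across replicates of 30% or more, regardless of how many single replicates reach that level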;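 also: positive control wells lacked labelled fibronectin entirely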
#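 Material: AH1F fibroblast monolayer depositing Alexa488-labelled fibronectin into matrix / Amount: 10000 AH1F cells per well / Signal: fluorescence 485/525 nm / Medium: DMEM, 2% serum / Compound: single dose, pinned / Incubation: 1 h cell adhesion before compound, then overnight fibronectin incubation / Reagent: Alexa488-FN, 24 nM final / Read-out: inhibition of fibronectin deposition signal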
# EWS-Fli block: blocks EWS/Fli oncoprotein-driven transcription; A673 NR0B1-luciferase reporter, viability-normalised; inhibition, % at 12.6 µM; hit rate 0.67% among 350,000; AID 651661;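 active = mean inhibition of at least 50% after viability correction, with every replicate also passing that limit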;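 also: firefly luciferase signal divided by Alamar Blue viability fluorescence both relative to DMSO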
# Xi reactivation: X-chromosome reactivation activator; AID 743238; XiGFP mouse fibroblasts, % GFP-positive cells imaging, 3 d; cells co-treated with 5-aza-dC sensitizer; scaled so ellipticine positive control = 100%; hit rate 0.055% among 360,000; activation, % at 7.58 µM;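 active = mean normalized replicate activation at least 10% and every replicate at or above 10%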;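 also: 0% = median of on-plate neutral control wells and 100% = ellipticine 6 µM median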
#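 Material: XiGFP fibroblasts, SV40-immortalized. Buffer or medium: DMEM plus 5-aza-dC sensitizer. Compound: single concentration per compound, delivered by pin transfer. Times: 3 days compound exposure. Controls: ellipticine 6 µM.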
# Numbers without * were called inactive; nt = not tested or not shown; & = joins results of further samples. Not a hit list. About 3% of those tested had a hit in this group.
# Values run as follows: RAD54 branch, esBAF inh, E-selectin induc, S100A4 MyoIIA, RAD52 anneal inh, FN deposition inh, EWS-Fli block, Xi reactivation
> COc1ccc(C(CC(=O)NCc2ccccc2)C(C)C)cc1 (stereo unspecified)
    -13.0, nt, 0.0, 1.5, 4.7, -1.3, 3.7, 0.2
> C[C@@H]1CN([C@H](C)CO)C(=O)c2cc(NC(=O)NC3CCCCC3)ccc2O[C@@H](C)CCCCO[C@H]1CN(C)C(=O)CCC(F)(F)F
    -11.4, 3.6, 0.0, -4.7, -10.3, nt, 12.7, 0.1
> CCOC(=O)N1CCC(NC(=O)c2cc(COc3ccc(F)cc3Cl)on2)CC1
    1.3, -6.5, nt, -2.1, 1.0, 2.9, nt, 0.0
> COc1ccccc1CNC(=O)[C@H](C)N1C(=O)N2CCc3c([nH]c4ccccc34)[C@@]2(C)C1=O
    8.6, -12.1, nt, -0.6, -6.1, nt, 11.4, nt
> CCNC(=O)C[C@@H]1CC[C@@H]2[C@H](COc3ccc(NC(=O)Nc4cccc(F)c4)cc3C(=O)N2C)O1
    -3.9, -5.3, 0.0, -62.3, -17.4, 5.8, -2.0, 0.0
> O=C(COC(=O)c1cc[n+]([O-])cc1)Nc1ccc(Cl)cc1[N+](=O)[O-]
    -4.3, -1.2, nt, 5.7, -21.1, nt, -14.0, 0.0
> CCOC(=O)C1CCCN(C(=O)c2ccc(-c3ccccc3)cc2)CC1 (stereo unspecified)
    -6.7, -2.0, 0.0, -1.1, -14.9, -3.4, 4.6, 0.0
> CCN(CC(=O)Nc1c(F)cccc1F)C(=O)c1ccc(Cl)c(S(=O)(=O)N2CCCCC2)c1
    -6.4, -7.2, 0.2, -4.9, -13.4, 9.5, nt, 0.0
> NC(=O)COC(=O)c1sc2ccccc2c1Cl
    -4.7, 3.9, nt, 0.4, 3.3, 3.9, 12.9, 0.4
> Cc1ccc(NC(=S)NNC(=S)Nc2cccc(C(F)(F)F)c2)cc1
    5.2, nt, 2.5, 2.0, 8.0, 0.4, -12.3, 0.1
> CCOC(=O)C1CCCN(C(=O)c2ccc3c(c2)N(Cc2ccccc2)C(=O)c2ccccc2S3=O)C1 (stereo unspecified)
    nt, nt, nt, -0.3, -0.2, 5.6, -5.3, 0.1
> O=C(CCc1ccccc1)n1nc(-c2ccco2)nc1SCc1ccccc1
    5.4, 39.9, -0.1, -4.6, -65.9, -6.6, -38.2, 0.3
> CCCNC(=O)c1cc2c(c(-c3cccc(-c4ccc(F)cc4)c3)n1)[C@H](CCO)N(S(=O)C(C)(C)C)C2 (stereo partly specified)
    -2.3, -0.7, 0.3, -6.0, -23.3, -8.3, 9.3, 0.0
> CCOC(=O)c1ccccc1NC(=O)C1CC(=O)N(C2CCCC2)C1 (stereo unspecified)
    -3.5, -1.1, nt, -1.0, -15.0, -1.7, 5.6, 0.5
> Cc1cc(/C=C2/SC(=O)N(CC(=O)N3CCCC3)C2=O)ccc1N1CCOCC1
    nt, nt, nt, -2.2, -436.4, nt, -6.6, 0.1
> CC(CCN1CCN=C1Nc1ccccc1)c1ccccc1 (stereo unspecified)
    -1.7, -2.2, 0.2, -0.7, -16.2, -11.5, -0.9, 0.0
> COCCC(=O)N1CCC(Oc2ccc(C(=O)NCCc3ccccn3)cc2)CC1
    0.3, -2.4, 1.2, 11.6, -8.5, 2.2, -8.3, 0.0
> CC1CN(S(=O)(=O)c2cccc(C(F)(F)F)c2)CN1C(=O)N1CCOCC1 (stereo unspecified)
    1.4, -2.5, nt, 10.3, -9.8, 4.6, 3.0, 0.0
> COc1cccc(C(=O)Nc2cc(C)on2)c1
    8.1, 35.2, -0.1, 3.5, -5.2, -0.1, -78.7, 0.1
> CN(C)CCCNC(=S)N1CCn2c(nc3ccccc32)C1
    1.7, -5.9, 1.4, -2.1, 0.9, -7.0, 4.6, 0.0
> O=C(C[C@H]1CC[C@H]2[C@@H](COC[C@H](O)CN2Cc2cc(F)cc(F)c2)O1)Nc1nccs1
    6.8, -9.1, -0.1, nt, nt, 6.8, 1.2, 0.1
> COc1ccc(NC(=O)N[C@H]2CC[C@H](CCNC(=O)Cc3ccncc3)O[C@@H]2CO)cc1
    8.3, -4.6, -0.3, -9.7, -15.2, 6.6, -2.5, 0.1
> CCCCCCCCC(=O)NNC(=O)c1c(O)c2ccccc2n(CCC)c1=O
    nt, nt, nt, -0.3, 5.5, nt, -1.4, 0.0
> C[C@@H]1CCCCO[C@@H](CN(C)S(=O)(=O)c2ccccc2)[C@H](C)CN([C@H](C)CO)C(=O)c2cc(NS(=O)(=O)c3cn(C)cn3)ccc2O1
    -7.8, 2.0, nt, -13.1, 8.4, -1.3, -6.5, 0.2
> CCNC(=O)C[C@@H]1CC[C@@H]2[C@H](COC[C@@H](O)CN2C(=O)c2cccnc2)O1
    -0.4, -2.6, 0.1, -8.9, -33.8, 4.4, -3.6, 0.1
> O=C1C(=O)c2c(C(=O)c3ccccc3)coc2-c2ccccc21
    -2.5, 66.8*, nt, 1.9, -6.3, nt, 11.3, nt
> C[C@H](CO)N1C[C@H](C)[C@H](CN(C)Cc2ccc(C(F)(F)F)cc2)Oc2c(NC(=O)C3CCOCC3)cccc2C1=O
    -2.8, -0.7, -17.7, 4.4, 10.8, nt, -8.9, 0.1
> Cc1ccc(-c2c(CC(=O)O)c(C)nc3sc4c(c23)CCCC4)cc1
    -8.1, -0.7, nt, 3.6, -10.9, -10.8, 6.7, 0.0
> CCN1CCN(C(=O)c2nn(-c3ccc(OC)cc3)c(=O)c3c2c2ccccc2n3C)CC1
    nt, -4.6, 3.6, -1.3, -2.4, 13.1, -5.3, 0.2
> Cc1[nH]c2c([N+](=O)[O-])cccc2c1C
    nt, nt, 0.4, -24.8, -6.4, -23.6, 0.6, 0.2
> COc1ccc(CN2C(=O)C(CC(=O)NCc3cccs3)CC(C(=O)N(C(C)C)C(C)C)=C2C)cc1 (stereo unspecified)
    -0.7, 4.0, -4.9, -1.9, -22.7, -3.5, 2.9, 0.5
> COc1ccc(C(=O)NCc2ccon2)cc1OC1CCN(C(C)C)CC1
    -0.3, 7.3, nt, 4.4, -14.5, -2.4, 3.3, 0.0
> O=C(Nc1ccc2c(c1)[C@@H]1C[C@@H](CC(=O)N3CCCCC3)O[C@@H](CO)[C@@H]1O2)Nc1ccccc1F
    10.9, 7.9, -0.1, 1.4, -1.9, -5.1, 1.9, 0.0
> COc1ccc(S(=O)(=O)Nc2ccc3c(c2)C(=O)N([C@H](C)CO)C[C@H](C)[C@@H](CN(C)C(=O)CCC(F)(F)F)OCCCC[C@@H](C)O3)cc1
    -7.4, -0.5, 0.1, 5.4, 10.8, nt, -3.2, 0.0
> C[C@@H]1CN([C@H](C)CO)C(=O)c2cc(NC(=O)Nc3ccc(C(F)(F)F)cc3)ccc2O[C@@H]1CN(C)Cc1ccc(-c2ccccc2)cc1
    -4.0, -3.1, -0.4, 11.5, -11.8, nt, -1.8, -0.6
> N#C/C(=C\c1c[nH]c2ccccc12)C(=O)NC1CC1
    7.4, 70.9*, 3.7, 4.2, -23.4, -11.0, -165.7, 0.0
> Cc1cc(C=C2C(=O)c3ccccc3C2=O)c(C)n1-c1ccc(C(=O)O)cc1
    nt, 18.1, 0.2, -10.4, -34.0, 6.6, 4.4, 0.0
> CC(C)C(=O)N1CCCC1(C)C(=O)Nc1cccc(Oc2ccccc2)c1 (stereo unspecified)
    -1.9, -2.0, nt, 0.7, -3.0, 4.3, -2.0, -0.1
> CCN1CCC(C(=O)NC(c2ccc(F)cc2)c2ncccc2C)CC1 (stereo unspecified)
    -0.3, -1.2, 0.0, -16.9, -25.4, 10.4, -4.1, 0.0
> OC1(c2ccc(F)cc2)CCN(Cc2cccnc2)CC1
    -5.4, 0.6, 1.1, -4.3, -17.0, -5.3, 6.6, -0.1
> O=C1CC(NCc2ccccc2)C(=O)N1c1ccc(F)cc1 (stereo unspecified)
    nt, nt, nt, 0.6, -6.5, -6.2, 6.9, 0.1
> COC(=O)C1=C(C)N(C)C(=NCc2ccccc2)NC1c1ccc(F)cc1 (stereo unspecified)
    nt, nt, 0.0, -14.1, -22.8, 6.2, -1.8, -0.1
> O=C(C1CCN(S(=O)(=O)c2cccnc2)CC1)N1CCN(c2ccc(Cl)cc2)CC1
    nt, nt, 0.9, -2.4, -5.8, 2.0, 6.0, 0.2
> CC(=O)c1c(C)[nH]c(C(=O)OCC(=O)NCC(C)C)c1C
    nt, nt, 1.0, -2.8, -11.8, -18.5, 0.4, 0.1
> COc1ccccc1NC(=O)c1cc(OC)c(OC)cc1[N+](=O)[O-]
    -2.1, -7.9, 0.1, -13.2, -0.1, 1.4, 1.5, 0.5
> CC(=O)n1cc([C@H]2C=C(C(=O)Nc3ccccc3)O[C@@H](OCCCCO)C2)c2ccccc21
    4.5&-13.9, 8.8, 0.2, -16.2&-10.5, -23.1, 3.8, -32.0&0.4, -0.1
> CC(=O)C1(O)CCC2C3CCC4CC(=O)CCC4(C)C3C(=O)CC21C (stereo unspecified)
    nt, nt, 0.9, -0.2, -3.4, 0.0, 0.7, 0.5
> COCCN(C)Cc1nc(C(c2ccccc2)c2ccccc2)no1
    -1.3, 2.5, -0.1, -1.5, 0.4, 5.0, -4.6, -0.1
> COC(=O)Cc1ccc(NC(=S)NCc2ccccc2OC)cc1
    nt, nt, nt, -1.1, -2.3, -3.8, 4.7, 0.0
